# Screening results: PubChem, several laboratories
# HIV fusion peptide = inhibitors of HIV fusion peptide binding, primary screen, biochemical, uHTS, fluorescence dequenching (AID 1986). cell-free peptide binding, fluorescence dequenching, 30 min; higher % means a stronger effect. inhibition, % at 20 µM, or IC50 in µM where a hit was titrated. 290,000 compounds, 0.3% hits; in the data active means inhibition mostly above about 52%, no sharp cut-off; inactive means mostly below about 76%; further: some results filed as inactive read as strong as hits
# GPR55 LPI antagonism = GPR55 antagonists blocking LPI-driven arrestin recruitment, primary screen, imaging, U2OS, beta-arrestin-GFP, LPI agonist (AID 2013); G-protein coupled receptor 55 (Homo sapiens); U2OS GPR55 beta-arrestin-GFP translocation imaging, LPI antagonism; higher % means a stronger effect; 290,000 compounds, 0.13% hits; inhibition, % at 10 µM; hits with a dose series show IC50 in µM;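 active means spots per cell inhibited over 60%, with over 100 cells counted and total cytoplasm intensity under 500,000; inconclusive means wells with under 100 cells, flagged as likely toxic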;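 further: U2OS cells stably carrying GPR55 and arrestin-GFP stimulated by 5 µM LPI near EC80; imaged beta-arrestin-GFP aggregate spots per cell after agonist stimulation; plate controls were LPI-stimulated DMSO wells for no effect and DMSO wells without LPI for full effect; some results filed as inactive read as strong as hits; confirmed hits need IC50 under 10 µM and bright autofluorescent wells are also inconclusive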
# KOR beta-arrestin-1 = KOR antagonists, beta-arrestin recruitment, cell-based, luminescence, uHTS (AID 1778). Kappa-type opioid receptor (Homo sapiens). KOR beta-arrestin recruitment, luminescence, antagonist mode; higher % means a stronger effect. one-dose inhibition, % at 10 µM; IC50 in µM for titrated hits. 290,000 compounds, 0.091% hits; further: strong numbers were not always called active
# NOD1 inhibition = NOD1 signaling inhibitors, primary screen, cell-based, luminescence, uHTS (AID 1578) | 290,000 compounds, 1% hits | inhibition, % at 4 µM, or EC50 in µM where a hit was titrated | NOD1-driven NF-kB luciferase reporter cells, luminescence; higher % means a stronger effect; in the data active means inhibition mostly above about 36%, no sharp cut-off; inactive means mostly below about 34%;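 further: HEK-293T reporter cells stimulated with the NOD1 agonist gamma-tri-DAP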
# Rac1 GTP hydrolysis = MgcRacGAP GTPase-activating activity inhibitors, confirmation, biochemical, ADP Hunter fluorescence; Rac GTPase-activating protein 1 (Homo sapiens); MgcRacGAP-stimulated Rac1 GTP hydrolysis, ADP Hunter fluorescence; higher % means a stronger effect; GST-tagged Rac1 F28L mutant substrate; inhibition, % at 30 µM; hits with a dose series show IC50 in µM; 340,000 compounds, 0.6% hits; AID 624330, 2012;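 active means first-screen hits whose inhibition reached a set limit at any dose in the follow-up dose series; inconclusive means inhibition above the set first-screen limit but never retested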;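 further: fluorescence reports GDP produced by GAP-driven GTP hydrolysis; strong numbers were not always called active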
# HEK293 NOD2/NF-kB = NOD2 signaling inhibitors, cell-based, luminescence, uHTS, HEK293 (AID 1566); inhibition, % at 4 µM, or EC50 in µM where a hit was titrated; HEK293 NOD2/NF-kB luciferase reporter, luminescence; higher % means a stronger effect; 290,000 compounds, 0.63% hits; further: many of its hits are not listed in these tables
# GPR55 beta-arrestin = GPR55 agonists via beta-arrestin recruitment, primary screen, imaging, U2OS cells, beta-arrestin-GFP redistribution (AID 1961) | G-protein coupled receptor 55 (Homo sapiens) | U2OS GPR55 beta-arrestin-GFP redistribution imaging; higher % means a stronger effect | activation, % at 10 µM; hits with a dose series show EC50 in µM | 290,000 compounds, 0.048% hits;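 active means activation above 40% with more than 50 cells counted in the well; inconclusive means wells holding fewer than 50 cells, flagged as toxic or sparse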;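 further: U2OS osteosarcoma cells stably expressing GPR55 and beta-arrestin-GFP; plate controls were DMSO negative control for no effect and LPI positive control for full effect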
# KOR beta-arrestin-2 = KOR agonists, beta-arrestin recruitment, primary screen, cell-based, luminescence, uHTS (AID 1777); KOR beta-arrestin recruitment, luminescence; higher % means a stronger effect; activation, % at 10 µM; hits with a dose series show EC50 in µM; 280,000 compounds, 0.02% hits; in the data active means activation above about 50%, passing the limit was not always enough; further: a part of the inactive calls stands beside numbers as strong as those of hits
# Large T inhibition = SV40 large T antigen inhibitors, biochemical (AID 1903) | SV40 large T antigen ATPase/helicase inhibition assay; higher % means a stronger effect | 310,000 compounds, 0.39% hits | inhibition, % at 20 µM; hits with a dose series show IC50 in µM; in the data active means a potency from the dose series; inconclusive means inhibition mostly from about 32% at the one dose, without a potency; inactive means the rest, 99 in 100 with inhibition below about 32%; further: strong numbers were not always called active
# Starred values were filed as active, the others as inactive; ? = inconclusive; · = no result given; [ ] = another dose, or the depositor's remark. Unless noted, no stated cut-off is given here; in the data, active means inhibition above about 50%; inactive means the rest.
# Each structure is followed by: HIV fusion peptide, GPR55 LPI antagonism, KOR beta-arrestin-1, NOD1 inhibition, Rac1 GTP hydrolysis, HEK293 NOD2/NF-kB, GPR55 beta-arrestin, KOR beta-arrestin-2, Large T inhibition
c1ccc(N2CCN(c3ncccn3)CC2)cc1
 : 9.7%, 1.5%, -11.0%, 27.0%, 1.9%, 8.9%, -0.1%, 1.5%, 4.2%
Cc1ccccc1N/N=C/c1ccc(C#N)cc1
 : -1.9%, 8.9%, 32.2%, -65.5%, 5.5%, -61.4%, 0.0%, 9.6%, 8.0%
N#CC1=C(N)SC(N)=C(C#N)C1C1CC=CCC1 (stereo not drawn)
 : 3.2%, -8.8%, 36.9%, 3.1%, 15.2%, 9.0%, -0.2%, -3.3%, 12.7%
Cc1c(C)n(CCO)c2ncnc(Nc3ccc(F)cc3)c12
 : 1.0%, 3.7%, 1.2%, -6.8%, 8.3%, -23.6%, 0.2%, -5.0%, 19.4%
COc1ccccc1N1CCN(C(=O)c2cc3cc(C)ccc3[nH]2)CC1
 : 0.8%, 0.8%, -20.8%[20 µM], -5.6%, 6.6%, 13.0%, 0.1%, ·, 5.7%
CCOC(=O)N1CCN(C(=O)CN(c2ccc(Oc3ccccc3)cc2)S(C)(=O)=O)CC1
 : 2.7%, 0.0%, 7.5%, -3.2%, 5.3%, 2.1%, -0.3%, 0.7%, 8.0%
O=C(CCCCCN1C(=O)c2cccc3cccc(c23)C1=O)NCCCO
 : -1.0%, 1.6%, -54.5%[20 µM], -20.9%, 11.2%, 4.0%, 0.4%, 3.4%, 2.3%
COc1cc(/C=C(\NC(C)=O)C(=O)NC(C)(C)CC(C)(C)C)ccc1OC(C)=O
 : -3.3%, 6.6%, -1.2%, -17.3%, -6.2%, 6.0%, 0.0%, 15.5%, 9.2%
Cc1ccc(C)c(S(=O)(=O)NCc2ccc(C(=O)N3CCC(Cc4ccccc4)CC3)cc2)c1
 : -3.3%, -6.1%, -7.6%, ·, -3.1%, -2.5%, 0.8%, 2.0%, 5.9%
CC1CN=C(N(C(=S)Nc2ccccc2)c2cccc(C(F)(F)F)c2)S1 (stereo not drawn)
 : 0.4%, 2.4%, -5.1%, -2.9%, ·, 4.5%, 0.8%, 6.9%, -0.6%

# Full records, looked up by structure. Screens in order: HIV fusion peptide | GPR55 LPI antagonism | KOR beta-arrestin-1 | NOD1 inhibition | Rac1 GTP hydrolysis | HEK293 NOD2/NF-kB | GPR55 beta-arrestin | KOR beta-arrestin-2 | Large T inhibition
# Results for `COc1cc(/C=C(\NC(C)=O)C(=O)NC(C)(C)CC(C)(C)C)ccc1OC(C)=O` : -3.3% | 6.6% | -1.2% | -17.3% | -6.2% | 6.0% | 0.0% | 15.5% | 9.2%
# Results for `Cc1ccc(C)c(S(=O)(=O)NCc2ccc(C(=O)N3CCC(Cc4ccccc4)CC3)cc2)c1` : -3.3% | -6.1% | -7.6% | · | -3.1% | -2.5% | 0.8% | 2.0% | 5.9%
# Results for `CCOC(=O)N1CCN(C(=O)CN(c2ccc(Oc3ccccc3)cc2)S(C)(=O)=O)CC1` : 2.7% | 0.0% | 7.5% | -3.2% | 5.3% | 2.1% | -0.3% | 0.7% | 8.0%

# Other entries:
# Each structure is followed by: HIV fusion peptide, GPR55 LPI antagonism, KOR beta-arrestin-1, NOD1 inhibition, Rac1 GTP hydrolysis, HEK293 NOD2/NF-kB, GPR55 beta-arrestin, KOR beta-arrestin-2, Large T inhibition
Cc1ccc(-n2ncc3c2CC(C)(C)CC3NC(=O)Cc2c(C)noc2C)cc1 (stereo not drawn)
 : -0.7%, -7.3%, -12.8%, -18.9%, 4.4%, 9.1%, -0.1%, 2.1%, 12.4%
COc1ccc(NS(=O)(=O)c2ccc3nc(COc4ccc(C#N)cc4)[nH]c3c2)cc1
 : 2.5%, 6.0%, -5.5%, -53.0%, 9.1%, 6.0%, 0.1%, 5.2%, -2.9%
O=C(Nn1c(-c2ccc(F)cc2)nc2ccccc2c1=O)C1CCCCC1
 : -2.6%, -3.1%, -26.1%, -4.9%, -1.1%, 9.4%, 7.3%, ·, 11.1%
CCOc1ccc(NC(=S)NC(=O)c2cnn(CC)c2)c([N+](=O)[O-])c1
 : 0.3%, -3.5%, -10.6%, -11.2%, 8.2%, 27.0%, 0.3%, -5.9%, ·
CCc1ccccc1N1CN(Cc2cccnc2)CNC1=S
 : -1.4%, 3.0%, 18.1%, -2.6%, 0.9%, 9.3%, 0.2%, 5.4%, 3.9%
C=CCN(C(=O)c1csnn1)C(C(=O)NC1CCCCC1)c1ccccc1 (stereo not drawn)
 : 1.2%, -0.5%, -39.4%, 14.5%, 9.6%, -4.1%, -0.1%, 1.1%, 5.2%
CCn1c(=N)n(CC(O)COc2ccc(C)cc2)c2ccccc21 (stereo not drawn)
 : 0.9%, 0.2%, 17.7%, -3.5%, 10.6%, 18.1%, 0.5%, 2.2%, 4.2%
CCc1ccccc1NS(=O)(=O)c1cc2c(cc1C)n(C)c(=O)c(=O)n2C
 : -0.3%, -7.6%, -24.7%[20 µM], -34.7%, -1.1%, -9.6%, -0.3%, -3.7%, ·
O=C(NN(CC(O)COc1ccccc1)CC(O)COc1ccccc1)c1ccccc1 (stereo not drawn)
 : 0.5%, -2.4%, 19.1%, -6.6%, -4.6%, -14.5%, 0.0%, 4.0%, 19.9%
C/C(=N\NC(=S)NC(C)C)c1ccc(C(C)(C)C)cc1
 : -1.0%, 6.5%, 19.8%, -5.1%, 1.8%, 17.5%, -0.3%, -6.1%, -1.0%
CSCCC(NC(=O)c1ccccc1Cl)C(=O)N1CCN(C(c2ccccc2)c2ccccc2)CC1 (stereo not drawn)
 : 1.3%, -1.9%, 6.0%, 0.7%, 2.2%, -4.4%, -0.1%, 10.5%, -3.4%
COc1ccc(CCNC(=O)COc2ccc(S(=O)(=O)N3CCOCC3)cc2C)cc1
 : 0.9%, 10.6%, -31.5%, -4.6%, 7.0%, 9.7%, 0.6%, -2.3%, 7.9%
Cc1cc(C)n(-c2nc3ccccc3c(=O)n2OCC(=O)N(C)C)n1
 : 23.2%, -1.4%, 6.1%, 21.5%, 2.7%, -5.9%, -0.1%, 1.0%, -1.4%
CCOC(=O)c1sc(NC(=O)CSc2ncn[nH]2)c(C#N)c1C
 : 1.7%, -3.1%, -33.3%, 12.5%, 8.1%, 0.2%, -0.1%, 3.9%, 20.5%
O=C(c1cccc(F)c1)N1CCC(N2CCOCC2)CC1
 : -1.4%, 4.2%, -24.8%, 15.8%, ?, 6.3%, 0.0%, -0.4%, 68.8%
c1ccc(C2=NN(c3ccccc3)CC2)cc1
 : -1.6%, -10.2%, -0.8%, -6.3%, 10.1%, -66.1%, -0.1%, -0.2%, 14.8%
COc1ccccc1Nc1ncnc2nc[nH]c12
 : -0.1%, -3.1%, 5.2%, 22.7%, 6.1%, 2.6%, 0.2%, -3.6%, 0.9%
COc1ccc(C(=O)NCCCNC(=O)c2cc3ccccc3[nH]2)cc1OC
 : 3.4%, 1.5%, 2.3%, 3.2%, 13.0%, 9.8%, -0.1%, -0.8%, 3.4%
CCCCn1c(SCC(=O)NNC(=O)c2ccco2)nnc1-c1ccco1
 : 0.2%, 8.3%, -5.4%, -23.3%, ·, 8.0%, -0.2%, -2.3%, -5.6%
Cc1ccccc1NC1=C(Cl)C(=O)N(C2CCCCC2)C1=O
 : 1.3%, -10.2%, -43.5%, 3.0%, 6.8%, 3.7%, 0.0%, 1.3%, 17.5%
CC(=O)N[C@@H](C)C(=O)OC(C)C(=O)Nc1cccc([N+](=O)[O-])c1 (stereo partly drawn)
 : -0.9%, -2.8%, -22.7%, -37.5%, -1.7%, -3.7%, -0.2%, -1.4%, 4.6%
COc1cccc2[nH]c(C(=O)NC(C)c3ccccc3)cc12 (stereo not drawn)
 : -0.7%, 8.6%, -10.5%, -12.4%, 14.0%, -0.9%, 0.0%, -2.5%, 4.1%
CSc1ccc(/C=N/N2CCN(Cc3ccc(C)cc3C)CC2)cc1
 : 0.6%, 9.6%, -26.5%[20 µM], 19.0%, 11.8%, 13.5%, 0.5%, -3.3%, 27.1%
O=C1CC2(CON=C2c2ccc(F)cc2)C(=O)N1c1ccc(F)cc1 (stereo not drawn)
 : -0.8%, -0.2%, -5.0%, 6.7%, 11.8%, 9.5%, -0.3%, -5.5%, -1.9%
CC(=O)NC(Cc1ccccc1)C(=O)OCC(=O)c1ccc(Cl)cc1 (stereo not drawn)
 : -2.2%, -5.6%, 21.4%, -11.1%, 6.0%, 14.4%, 0.6%, -2.9%, 4.7%
O=C(NO)C1CC2C=CC1C2 (stereo not drawn)
 : -0.5%, -13.5%, 2.2%, 36.7%, 4.2%, 16.4%, -0.1%, 3.6%, 4.4%
COc1ccc(CSc2nnc(C)n2N)cc1[N+](=O)[O-]
 : 0.8%, -1.2%, 16.8%[20 µM], -17.8%, -2.2%, 10.2%, -0.1%, -11.3%, -3.1%
COc1ccc(NC(=O)C2C3CCC(O3)C2C(=O)O)c(C)c1 (stereo not drawn)
 : 3.0%, 3.2%, -32.0%[20 µM], 15.2%, 7.8%, 8.8%, -0.1%, 2.2%, 16.1%
COc1ccccc1CNc1nc2nc(C)c(C)c(=O)n2[nH]1
 : -1.7%, -1.7%, 26.7%, -0.3%, 5.5%, -3.2%, 0.7%, 0.7%, -15.8%
COCCCN(CC(=O)O)S(=O)(=O)c1cccc(Cl)c1
 : -0.2%, 4.5%, 0.4%, -26.5%, 8.6%, 18.1%, -0.4%, -2.4%, 8.0%
Cc1ccc(/C=N/Nc2ccc(C(=O)O)cc2)s1
 : 32.5%, 11.2%, 8.8%, ·, 89.2µM*, ·, -0.3%, -8.2%, ?
CCc1cccc2c(C(=O)CSc3nnc(-c4ccoc4C)n3C)c[nH]c12
 : 0.0%, 12.2%, -17.1%, -25.4%, 6.3%, 9.0%, -0.1%, 4.8%, 0.2%
COC(=O)c1cc(=O)n(-c2ccc(F)cc2)c(=Nc2ccc(F)cc2)s1
 : 2.6%, 44.2%, 0.6%, -24.7%, 1.7%, 0.5%, 0.8%, -2.1%, 9.4%
C=C(C)CNC(=S)NNC(=O)c1ccco1
 : -0.7%, -8.3%, 28.4%, -8.1%, 1.1%, 4.5%, 0.0%, -3.3%, 11.0%
C/C(=N\Nc1ccc(Cl)c(C(=O)O)c1)c1cccs1
 : 10.2%, 9.1%, 3.1%, -1.5%, 1.3%, -37.1%, 0.3%, 5.3%, 25.4%
O=C(O)Cn1ccc2ccccc21
 : 3.2%, 6.3%, 23.6%, -1.7%, 5.7%, 4.8%, 0.0%, 0.1%, -2.1%

# Only part of the results is shown; count on the stated rates, not on these rows.
